14-3-3 Bad inh: disrupts binding of bovine 14-3-3 zeta to phospho-Bad peptide. P63103. TR-FRET 14-3-3zeta/Dy647-pBad peptide displacement, 1 h. inhibition, % at 21.7 µM. 220,000 compounds, 0.71% hits;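 active = inhibition above about 70%, limit read from the data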;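 also: 0% = full 14-3-3 plus peptide FRET controls and 100% = background without 14-3-3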
Target sequence (P63103 whole entry, looked up): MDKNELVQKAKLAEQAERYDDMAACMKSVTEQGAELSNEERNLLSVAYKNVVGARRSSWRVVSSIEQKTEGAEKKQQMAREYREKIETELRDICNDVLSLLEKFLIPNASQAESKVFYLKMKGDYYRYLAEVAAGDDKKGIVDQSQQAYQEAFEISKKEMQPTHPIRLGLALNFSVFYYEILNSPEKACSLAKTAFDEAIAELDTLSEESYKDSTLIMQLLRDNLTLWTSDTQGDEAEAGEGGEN
PPC-1+TRAIL kill: PPC-1 cancer cell killing with TRAIL present | PPC-1 cells + TRAIL, ATPLite viability luminescence | cell killing (% activity), % at 4 µM | 220,000 compounds, 0.41% hits | AID 1443;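 active = cell killing above 50% in the first pass at 4 µM, then a duplicate retest at 5 µM averaging 50% or more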;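 also: plate controls were cells with TRAIL plus DMSO for no effect and medium-only wells lacking cells for full effect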
EP2 modulator: modulates human prostaglandin E2 receptor EP2 signaling. EP2-expressing cells, cAMP HTRF FRET, PGE2 co-stimulation. induction, % at 25 µM. 260,000 compounds, 0.83% hits. AID 940;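 active = compounds whose cAMP rise, as percent of the full-agonist control response, exceeds 60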;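 also: rat C6 glioma line stably carrying human EP2 under a CMV promoter; the protocol text gives 20 µM as final concentration; 100% = response of wells given 1 µM PGE2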
Target sequence (P43116 whole entry, looked up): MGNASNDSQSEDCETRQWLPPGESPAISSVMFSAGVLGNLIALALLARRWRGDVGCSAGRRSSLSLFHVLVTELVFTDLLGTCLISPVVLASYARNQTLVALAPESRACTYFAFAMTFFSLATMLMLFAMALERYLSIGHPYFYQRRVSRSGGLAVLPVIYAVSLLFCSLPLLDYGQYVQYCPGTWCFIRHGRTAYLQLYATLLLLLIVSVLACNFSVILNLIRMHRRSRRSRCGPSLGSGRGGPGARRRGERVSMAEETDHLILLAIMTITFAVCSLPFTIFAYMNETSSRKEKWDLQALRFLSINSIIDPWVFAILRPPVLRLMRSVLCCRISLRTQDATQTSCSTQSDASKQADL
TRPML3 ag: human mucolipin-3 channel agonism | HEK293 TRPML3-YFP, Fluo-8 calcium fluorescence; 100% = the carbachol control signal | activation, % at 3 µM | 220,000 compounds, 0.29% hits | AID 1448;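 active = activation above its plate's cutoff, the mean activation of the plate's test wells plus 3 SD, cut at about 12% in these data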;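 also: 0% = DMSO only wells and 100% = carbachol wells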
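Test system: TRPML3-YFP stable HEK293 cells. Doses: single point at 3 µM. Incubation: dye loading 1 h 37 °C then 30 min ambient, 125 s read. Signal: Fluo-8 calcium dye fluorescence, ex 470-495, em 515-575 nm. Measure: percent activation from peak-to-basal fluorescence ratio, scaled between DMSO and carbachol.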
PGE2 EP2 inh: inhibitors of human EP2 prostaglandin E2 receptor | C6 glioma cells expressing human EP2, cAMP TR-FRET; cells stimulated with saturating PGE2 | inhibition, % at 25 µM | P43116 | AID 1422 | 260,000 compounds, 0.52% hits;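 active = percent inhibition above 40 after rounding to a whole number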;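 also: rat C6 glioma host cells with rolipram phosphodiesterase inhibitor present; the protocol text gives 20 µM as final concentration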
CHOP inhibitor: inhibitors of CHOP induction in ER stress response; CHO-K1 CHOP-promoter luciferase, tunicamycin-induced, 15-18 h; inhibition, % at 10 µM; 220,000 compounds, 3.8% hits; AID 2732;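 active = compounds that reduced the stress-induced luciferase reporter signal by more than about 70% of percent inhibition, limit read from the data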;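 also: 0% = tunicamycin plus vehicle and 100% = wells without tunicamycin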
zfTRPN1 agonist: agonists of zebrafish TRPN1 channel; activation, % at 3 µM; AID 1424; 220,000 compounds, 0.18% hits; HEK293 zebrafish TRPN1-YFP, Fluo-8 calcium fluorescence; 100% = response to 87 µM carbachol;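 active = activation above its plate's cutoff, the mean activation of test wells on that plate plus 3 SD, cut at about 19% in these data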;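 also: 0% = DMSO alone and 100% = 87 µM carbachol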
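Material: zebrafish TRPN1-YFP in HEK293 cells. Doses: one dose of 3 µM, 0.3% DMSO. Incubation: dye 1 h 37 °C plus 30 min RT. Measured by: intracellular calcium fluorescence with Fluo-8.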
NPY Y1 blocker: NPY-Y1 (human) receptor antagonism. P25929. HEK293-CNG Y1 cells, membrane potential fluorescence; NPY at EC95, then isoproterenol. inhibition, % at 3.6 µM. 200,000 compounds, 1% hits;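 active = inhibition above the campaign mean inhibition of all tested compounds plus 3 SD, cut at about 20% in these data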;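 also: 0% = DMSO wells given NPY plus isoproterenol and 100% = isoproterenol alone without NPY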
Target sequence (P25929 whole entry, looked up): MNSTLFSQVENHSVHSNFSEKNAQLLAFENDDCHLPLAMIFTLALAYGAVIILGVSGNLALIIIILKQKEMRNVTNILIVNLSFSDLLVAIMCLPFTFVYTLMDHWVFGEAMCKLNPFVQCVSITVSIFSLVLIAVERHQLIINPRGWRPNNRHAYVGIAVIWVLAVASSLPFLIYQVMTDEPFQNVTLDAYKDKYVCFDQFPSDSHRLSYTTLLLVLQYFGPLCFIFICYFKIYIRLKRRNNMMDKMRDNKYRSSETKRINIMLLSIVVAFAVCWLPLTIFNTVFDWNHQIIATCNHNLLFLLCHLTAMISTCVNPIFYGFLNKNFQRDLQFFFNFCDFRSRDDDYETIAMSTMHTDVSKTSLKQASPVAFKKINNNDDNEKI
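Test system – HEK293 Y1/CNG channel cell line · Also added – NPY agonist 25 nM, then isoproterenol 1 µM plus Ro 20-1724 25 µM · Compound dosing – one concentration, 3.6 µM, in 0.4% DMSO · Schedule – compound incubation 1 h at room temperature, readout 45 min post-stimulation · Technique – fluorescence, membrane potential probe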
NPY1 pot ag: potentiators or agonists of human neuropeptide Y receptor Y1; AID 1304; activation, % at 3.6 µM; P25929; 220,000 compounds, 0.37% hits; NPY-Y1 expressing cells, potentiator/agonist activation; in the data active = activation above about 33%, passing the limit was not always enough;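 also: cells stimulated with NPY at EC10 then isoproterenol at EC100; 0% = low agonist plus stimulus and 100% = saturating agonist plus stimulus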
* = called active by the depositor; & = joins results of further samples; [ ] = dose if it differs, or a comment. Only part of the results is shown. The share of hits here may be higher or lower than overall.

O=C(CNC(=O)c1ccco1)NCC(=O)OCc1ccc(Cl)cc1 was read as 14-3-3 Bad inh 2[fluorescence artefact?], PPC-1+TRAIL kill 12, EP2 modulator 7&21, TRPML3 ag 0.3, PGE2 EP2 inh 16&15, CHOP inhibitor 48, zfTRPN1 agonist 1.0, NPY Y1 blocker -3 and NPY1 pot ag 1.
Screening COCc1nc2ccccc2n1Cc1ccccc1Br returned 14-3-3 Bad inh -13, PPC-1+TRAIL kill 17, EP2 modulator 29, TRPML3 ag -1.1, PGE2 EP2 inh 3, CHOP inhibitor 31, zfTRPN1 agonist -2.2, NPY Y1 blocker -3 and NPY1 pot ag 15.
For COc1cc(S(=O)(=O)Nc2ncccc2C)c(OC)cc1Cl the results were 14-3-3 Bad inh -2, PPC-1+TRAIL kill -13, EP2 modulator 3, TRPML3 ag 0.5, PGE2 EP2 inh 7, CHOP inhibitor -9, zfTRPN1 agonist 0.2, NPY Y1 blocker -4 and NPY1 pot ag 2.
Screening COc1ccc(N=C2S/C(=C\c3ccc(C)s3)C(=O)N2CC(C)C)cc1 returned 14-3-3 Bad inh -10, PPC-1+TRAIL kill 18, EP2 modulator 17, TRPML3 ag 0.6, PGE2 EP2 inh 17, CHOP inhibitor 12, zfTRPN1 agonist 0.5, NPY Y1 blocker 8 and NPY1 pot ag 10.
COc1cc(C(N)=O)cc(Br)c1OC was read as 14-3-3 Bad inh 30[fluorescence artefact?], PPC-1+TRAIL kill 13, EP2 modulator 3, TRPML3 ag 1.5, PGE2 EP2 inh 12, CHOP inhibitor 10, zfTRPN1 agonist 0.3, NPY Y1 blocker 4 and NPY1 pot ag -20.
CCOC(=O)C1CSC(CC(=O)Nc2ccc(Cl)cc2)C(=O)N1 (centres undefined) was read as 14-3-3 Bad inh -8[fluorescence artefact?], PPC-1+TRAIL kill -10, EP2 modulator 36, TRPML3 ag 0.3, PGE2 EP2 inh 6, CHOP inhibitor 12, zfTRPN1 agonist 1.0, NPY Y1 blocker -2 and NPY1 pot ag -7.
Screening Cc1ccc(S(=O)(=O)NCCCNC(=O)c2ccccc2)cc1 returned 14-3-3 Bad inh -3, PPC-1+TRAIL kill -1, EP2 modulator 9, TRPML3 ag 0.3, PGE2 EP2 inh 3, CHOP inhibitor 24, zfTRPN1 agonist -1.7, NPY Y1 blocker 6 and NPY1 pot ag -30.
For Cn1cnnc1SCC(=O)Nc1ccc2nc(SCc3ccccc3Cl)sc2c1 the results were 14-3-3 Bad inh 29, PPC-1+TRAIL kill 18, EP2 modulator -27, TRPML3 ag 0.6, PGE2 EP2 inh 5, CHOP inhibitor -9, zfTRPN1 agonist 0.9, NPY Y1 blocker -7 and NPY1 pot ag 2.
COc1ccc(NC(=O)CCSCCc2ccccn2)cc1OC was read as 14-3-3 Bad inh 4, PPC-1+TRAIL kill 11, EP2 modulator -19, TRPML3 ag 1.5, PGE2 EP2 inh 5, CHOP inhibitor -1, zfTRPN1 agonist 1.0, NPY Y1 blocker 3 and NPY1 pot ag 2.
Screening O=C(CNC(=O)c1ccccc1Cl)OCC(=O)N1CCc2ccccc21 returned 14-3-3 Bad inh -10, PPC-1+TRAIL kill -7, EP2 modulator 8, TRPML3 ag -0.4, PGE2 EP2 inh 3, CHOP inhibitor -27, zfTRPN1 agonist -1.5, NPY Y1 blocker 4 and NPY1 pot ag 4.
For COc1ccc(NC(=O)C(Cc2ccccc2)n2cccc2)cc1OC (centres undefined) the results were 14-3-3 Bad inh -2, PPC-1+TRAIL kill -6, EP2 modulator 19, TRPML3 ag 1.1, PGE2 EP2 inh 5, CHOP inhibitor 6, zfTRPN1 agonist 2.2 and NPY1 pot ag -15.
CCOC(=O)NC(=O)C(=CNc1ccccc1OC)C(=O)NC(=O)OCC was read as 14-3-3 Bad inh 0, PPC-1+TRAIL kill 18, EP2 modulator 17, TRPML3 ag 0.7, PGE2 EP2 inh 11, CHOP inhibitor -18, zfTRPN1 agonist 2.2, NPY Y1 blocker 0 and NPY1 pot ag -11.
COc1ccc(Cl)cc1C(=O)Nc1ccccc1N1CCN(C)CC1 was read as 14-3-3 Bad inh 1, PPC-1+TRAIL kill 9, EP2 modulator -28, TRPML3 ag 0.3, PGE2 EP2 inh 7, CHOP inhibitor 48, zfTRPN1 agonist 0.5, NPY Y1 blocker 5 and NPY1 pot ag -10.
For CNC(=S)N(Cc1ccc(Cl)cc1)Cc1cccs1 the results were 14-3-3 Bad inh -4, PPC-1+TRAIL kill -3, EP2 modulator 33, TRPML3 ag 1.0, PGE2 EP2 inh 8, CHOP inhibitor 1, zfTRPN1 agonist 0.9 and NPY1 pot ag 1.
For COc1ccc(N2C(=O)C3CCCN3C2c2ccc(F)cc2)cc1Cl (centres undefined) the results were 14-3-3 Bad inh -11, PPC-1+TRAIL kill 13, EP2 modulator -4, TRPML3 ag 0.4, PGE2 EP2 inh 10, CHOP inhibitor 11, zfTRPN1 agonist -0.4, NPY Y1 blocker 5 and NPY1 pot ag -19.
For CCSc1nc2ccccc2n1C(=O)c1ccc(S(=O)(=O)N2CCCCC2)cc1 the results were 14-3-3 Bad inh -4, PPC-1+TRAIL kill 5, EP2 modulator 19, TRPML3 ag -0.1, PGE2 EP2 inh 2, CHOP inhibitor 36, zfTRPN1 agonist -1.1, NPY Y1 blocker 2 and NPY1 pot ag -2.
COc1ccccc1OCC(=O)OCn1c(SC)nnc(C)c1=O was read as 14-3-3 Bad inh -12[fluorescence artefact?], PPC-1+TRAIL kill 14, EP2 modulator 5, TRPML3 ag 0.8, PGE2 EP2 inh 4, CHOP inhibitor -21, zfTRPN1 agonist -0.2, NPY Y1 blocker -5 and NPY1 pot ag 2.
CCOC(=O)c1c(C)n(C)c2ccc(OC(=O)c3ccoc3)cc12 was read as 14-3-3 Bad inh 8, PPC-1+TRAIL kill 18, EP2 modulator 24, TRPML3 ag 0.9, PGE2 EP2 inh 10, CHOP inhibitor 36, zfTRPN1 agonist 1.1, NPY Y1 blocker 1 and NPY1 pot ag -2.
`CC(=O)Nc1nc(SCC(=O)NCc2ccc(F)cc2)[nH]c(=O)c1NC(=O)c1cccs1` gave 14-3-3 Bad inh -6, PPC-1+TRAIL kill -7, EP2 modulator 18, TRPML3 ag 0.9, PGE2 EP2 inh -1, CHOP inhibitor -8, zfTRPN1 agonist -0.2, NPY Y1 blocker -2 and NPY1 pot ag 1.
`O=C(O)Cc1csc(-c2cccc(F)c2)n1` gave 14-3-3 Bad inh -4, PPC-1+TRAIL kill 21, EP2 modulator 8, TRPML3 ag 1.0, PGE2 EP2 inh 6, CHOP inhibitor 3, zfTRPN1 agonist 0.1, NPY Y1 blocker 16 and NPY1 pot ag -7.
Screening Cc1cnc(C(=O)Nc2cc(S(=O)(=O)N3CCOCC3)ccc2N2CCN(C)CC2)cn1 returned 14-3-3 Bad inh 0[fluorescence artefact?], PPC-1+TRAIL kill 8, EP2 modulator -17, TRPML3 ag 1.5, PGE2 EP2 inh 7, CHOP inhibitor -11, zfTRPN1 agonist 1.8, NPY Y1 blocker -3 and NPY1 pot ag -13.
For COc1ccc(S(=O)(=O)N(C)CC(=O)N2CCC(C(N)=O)CC2)cc1 the results were 14-3-3 Bad inh -1, PPC-1+TRAIL kill 6[5 µM], EP2 modulator 15, TRPML3 ag 0.3, PGE2 EP2 inh 6, CHOP inhibitor 12, zfTRPN1 agonist 2.4, NPY Y1 blocker 1 and NPY1 pot ag -11.
`CC1Cc2ccccc2C(=O)N1` (centres undefined) gave 14-3-3 Bad inh -7, PPC-1+TRAIL kill 8, EP2 modulator 17, TRPML3 ag 0.6, PGE2 EP2 inh 8, CHOP inhibitor 20, zfTRPN1 agonist 0.8, NPY Y1 blocker 3 and NPY1 pot ag 3.
Screening Cn1cccc1Cc1nnc(SCC(=O)Nc2cccc(F)c2)n1CCc1ccccc1 returned 14-3-3 Bad inh 10, PPC-1+TRAIL kill 23, EP2 modulator 40, TRPML3 ag -0.1, PGE2 EP2 inh 8, CHOP inhibitor 41, zfTRPN1 agonist 1.0, NPY Y1 blocker 1 and NPY1 pot ag -10.
Screening CNC(=S)N1N=C(c2ccc(OC)cc2)CC1c1ccc(N(C)C)cc1 (centres undefined) returned 14-3-3 Bad inh -8, PPC-1+TRAIL kill 3, EP2 modulator -9, TRPML3 ag 0.2, PGE2 EP2 inh 7, CHOP inhibitor -27, zfTRPN1 agonist -1.1, NPY Y1 blocker 17 and NPY1 pot ag -21.
Screening O=C(NCc1ccccc1Cl)C1CCN(C(=O)c2sccc2-n2cccc2)CC1 returned 14-3-3 Bad inh -2, PPC-1+TRAIL kill 4, EP2 modulator -4, TRPML3 ag 0.2, PGE2 EP2 inh 13, CHOP inhibitor 6, zfTRPN1 agonist 1.1, NPY Y1 blocker 7 and NPY1 pot ag 5.
For N#Cc1cc(C(=O)c2cc(Br)ccc2O)cn(C2CC2)c1=O the results were 14-3-3 Bad inh -18, PPC-1+TRAIL kill 18, EP2 modulator 6, TRPML3 ag 0.7, PGE2 EP2 inh -4, CHOP inhibitor -15, zfTRPN1 agonist 2.1, NPY Y1 blocker 0 and NPY1 pot ag -5.
`O=C(CCn1cccc1)NC1CCCc2ccccc21` (centres undefined) gave 14-3-3 Bad inh 0, PPC-1+TRAIL kill -1, EP2 modulator -16, TRPML3 ag -0.1, PGE2 EP2 inh 23, CHOP inhibitor 27, zfTRPN1 agonist 0.3, NPY Y1 blocker 4 and NPY1 pot ag -17.
CCOn1c(=O)c(=O)n(OC)c2ccccc21 was read as 14-3-3 Bad inh 19, PPC-1+TRAIL kill 9, EP2 modulator 22, TRPML3 ag 0.7, PGE2 EP2 inh 6, CHOP inhibitor -14, zfTRPN1 agonist 0.6 and NPY1 pot ag -2.
COc1cc(CNCC(C)C)cc(Br)c1OCC(=O)Nc1ccccc1 was read as 14-3-3 Bad inh -5, PPC-1+TRAIL kill 27, EP2 modulator -57, TRPML3 ag 1.1, PGE2 EP2 inh 10, CHOP inhibitor 9, zfTRPN1 agonist -1.3, NPY Y1 blocker 11 and NPY1 pot ag -30.
Screening CCn1c(C)nc2cc(C#N)ccc21 returned 14-3-3 Bad inh -2, PPC-1+TRAIL kill 7, EP2 modulator 33, TRPML3 ag 1.2, PGE2 EP2 inh 2, CHOP inhibitor 5, zfTRPN1 agonist 0.7, NPY Y1 blocker -3 and NPY1 pot ag 3.

Compound activity as filed in PubChem.
